D1 agonist = activates the human D1 dopamine receptor. HEK293 T-REx D1 cells, calcium flux, agonist mode. activation, % at 2 µM. 360,000 tested, 1% active; in the data active = activation above about 30%; also: 0% is about no effect
Target sequence (P21728 whole entry, looked up): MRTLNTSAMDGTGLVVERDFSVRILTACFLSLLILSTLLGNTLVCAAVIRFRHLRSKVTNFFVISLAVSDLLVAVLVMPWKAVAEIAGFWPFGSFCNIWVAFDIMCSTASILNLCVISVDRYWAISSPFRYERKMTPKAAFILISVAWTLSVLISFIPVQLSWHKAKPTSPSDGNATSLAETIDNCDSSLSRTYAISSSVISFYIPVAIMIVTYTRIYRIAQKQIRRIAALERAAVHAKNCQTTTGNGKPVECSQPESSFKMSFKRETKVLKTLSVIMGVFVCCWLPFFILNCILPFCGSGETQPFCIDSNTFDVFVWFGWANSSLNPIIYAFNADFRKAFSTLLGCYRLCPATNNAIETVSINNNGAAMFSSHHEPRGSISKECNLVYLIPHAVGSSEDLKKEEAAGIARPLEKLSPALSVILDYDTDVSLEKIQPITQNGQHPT
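Inducible HEK293 T-REx D1 cells, force-coupled to calcium signalling, were plated at 4000 cells/well with tetracycline and held overnight at 30 C. After no-wash calcium dye loading, compound-evoked calcium rise over 180 s flagged agonists.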
D1 potentiator = enhances dopamine response at the human D1 receptor; potentiation, % at 10 µM; P21728; 360,000 tested, 0.036% active; HEK293 TREx D1 cells, calcium flux, dopamine EC20 potentiation; in the data active = potentiation above about 30%; also: 0% is about no effect
D1 antag = antagonists of human D1 dopamine receptor; P21728; HEK293 TREx D1 cells, calcium flux, dopamine EC80; stronger effect = lower value; activity change, negative = inhibition, % at 10 µM; 360,000 tested, 3.2% active; AID 504652; in the data active = activity change below about -30%; also: % is scaled to controls: 0 for no effect and ±100 for the full control effect
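Inducible Hek293 Trex D1 cells (tetracycline, overnight, 30 C). Calcium dye 30–90 min RT. Antagonist mode: EC80 dopamine added after 180 s compound read.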
LDHA inh = inhibitors of human lactate dehydrogenase A; P00338; purified LDHA, NADH/diaphorase-resazurin fluorescence; stronger effect = lower value; activity change, % (values are at about 110 or 230 µM); 480,000 tested, 0.15% active; AID 1347041; in the data active = activity change below about -30%; inconclusive = mostly about -25% to -30%;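 also: plate controls were DMSO wells for no effect and wells without enzyme for full effect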
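LDH5 2 nM; NADH 0.06 mM, pyruvate 0.2 mM; 200 mM Tris pH 7.4, EDTA, Tween-20; 5 min RT. Detection: diaphorase 0.133 mg/mL + resazurin 37 µM, fluorescence ex540/em590 at 0 and 20 min; normalized to enzyme-free and DMSO wells.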
Vif-A3G inh = inhibitors of Vif-APOBEC3G interaction; HeLa A3G-eYFP + Vif (tagged APOBEC3G with the HIV-1 protein that degrades it), YFP fluorescence, overnight; Potency, µM (top dose mostly 46.1 µM), without a hit: top-dose activity, negative = active, hits mostly inhibitors; 410,000 tested, 0.076% active; AID 602310;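 also: potency is read from the fitted curve at half-maximal effect; % is scaled to controls: 0 for no effect and ±100 for the full control effect; nearly all actives have a fitted effect of over 60% in size; hits raise eYFP signal because A3G escapes Vif-driven loss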
Target sequence (Q9HC16 whole entry, looked up): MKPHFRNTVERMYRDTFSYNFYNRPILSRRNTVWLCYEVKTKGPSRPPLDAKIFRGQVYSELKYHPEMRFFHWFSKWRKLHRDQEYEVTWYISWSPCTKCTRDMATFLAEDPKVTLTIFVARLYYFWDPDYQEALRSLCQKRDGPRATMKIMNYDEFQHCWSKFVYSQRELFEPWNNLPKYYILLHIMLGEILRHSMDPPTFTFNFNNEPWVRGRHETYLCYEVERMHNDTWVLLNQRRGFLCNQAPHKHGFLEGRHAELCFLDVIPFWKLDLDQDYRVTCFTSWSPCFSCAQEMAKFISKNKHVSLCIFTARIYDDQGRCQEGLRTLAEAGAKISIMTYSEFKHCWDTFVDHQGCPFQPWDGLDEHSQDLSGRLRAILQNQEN
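Read-out is eYFP fluorescence (Ex 488/Em 500-530) from Vif-expressing HeLa A3G-eYFP cells; more signal means A3G escaped Vif-mediated degradation. Cells plated overnight, compound pinned in, incubated overnight at 37 deg C.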
Vif-A3F inh = blocks the Vif interaction with APOBEC3F | HeLa A3F-eYFP + Vif (tagged APOBEC3F with the HIV-1 protein that degrades it), YFP fluorescence increase | Potency, µM (top dose mostly 46.1 µM), without a hit: at the highest dose activity, negative = active | 390,000 tested, 0.2% active | AID 602313; also: potency is read from the fitted curve at half-maximal effect; % of control where 0% means no effect; nearly all actives have a fitted effect of over 65% in size
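HeLa cells stably expressing A3F-eYFP plus Vif, plated and incubated overnight at 37 deg C, then exposed to compounds overnight at 37 deg C. Blocked degradation read as raised yellow fluorescence (Ex 488/Em 500-530).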
RXFP1 ag = activates the human relaxin receptor RXFP1. Potency, µM (titrated, usually from 57.5 µM), for the others: at the top dose activation, most hits filed as activators. HEK293T-RXFP1 cAMP TR-FRET, 30 min; response scale: percent of porcine relaxin response, buffer zero. Q9HBX9. AID 2676. 370,000 tested, 0.3% active; also: potency is read from the fitted curve at half-maximal effect; % is scaled to controls: 0 for no effect and ±100 for the full control effect; nearly all actives have a fitted effect of over 60% in size; many of its hits are not listed in these tables
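Agonist response is measured as cAMP accumulation in an RXFP1-transfected HEK293T line under PDE4 inhibition. Values are scaled between buffer-only and 29 nM porcine relaxin, and EC50s come from standard Hill equation fits.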
D2 PAM = positively modulates the human D2 dopamine receptor allosterically | P14416 | HEK293 T-REx D2, calcium flux, EC20 dopamine potentiation | potentiation, % at 10 µM | 340,000 tested, 0.34% active | AID 485347;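 active = potentiation over 3 SD above the plate norm, cut at about 30% in these data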; also: 0% is about no effect
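Tetracycline-induced Hek293 Trex D2 cells, force-coupled to calcium, loaded with no-wash calcium dye. Compound added with 180 s kinetic read for agonism, then EC20 dopamine and a further 180 s read for potentiation.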
Glioma ERSR ind = inducers of ER stress response in human glioma cells; U87-MG GRP78 promoter luciferase reporter, 16 h; Potency, µM, inactives show at the top dose activation, most hits filed as activators; 420,000 tested, 0.02% active; AID 602332; also: potency is read from the fitted curve at half-maximal effect; series mostly up to about 76 µM; % of control where 0% means no effect; nearly all actives have a fitted effect of over 35% in size
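ERSR induction read as luciferase luminescence (Bright-Glo, 10 min at room temperature) in stably transfected human U87-MG glioma cells exposed to compounds for 16 h, using GRP78 as sensor.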
* hit, by the source's call; ? = inconclusive; / = not tested or not shown. Unless noted, calls follow the shape of the dose curve; as a rule, active = well fitted curve in the direction sought with a large enough effect; inconclusive = small, poorly fitted or top-dose-only effect, or another doubt; inactive = no such curve, though single readings can be large; an effect the other way counts as inactive or inconclusive. Not all compounds are listed (hit frequency here may not be typical).

SMILES	D1 agonist	D1 potentiator	D1 antag	LDHA inh	Vif-A3G inh	Vif-A3F inh	RXFP1 ag	D2 PAM	Glioma ERSR ind
O=C(COc1cccnc1[N+](=O)[O-])NCCc1ccc(Cl)cc1	2.0	-9.6	-1.5	0.3	-1.6%	?	-2.8%	-2.3	-3.0%
Nc1nonc1-c1nc2ccccc2n1CC(=O)Nc1cccc(C(F)(F)F)c1	10.0	-1.4	-14.5	3.6	?	25.1µM*	0.5%	-0.9	-10.7%
Cc1ccc(C(=O)NCC(=O)OCc2nc3ccsc3c(=O)[nH]2)cc1C	/	/	/	-6.8	2.0%	-5.6%	/	/	-2.0%
CC1=C(C(=O)Nc2cccc(C(F)(F)F)c2)C2(CCCCC2)OC1=O	4.9	-3.9	-20.0	-12.4	/	/	0.8%	0.2	/
Cc1nn(C)c(C(=O)NCc2ccc(Cl)cc2)c1Cl	11.9	-10.2	-62.5*	-5.5	1.9%	6.4%	0.8%	-15.9	-1.1%
Cc1ccc(Nc2ccc(N3CCN(C(=O)c4cccc([N+](=O)[O-])c4)CC3)nn2)cc1	-0.2	-1.6	/	0.1	-3.9%	10.9%	-1.7%	-4.5	1.5%
CN1C(=O)c2cccc3c(S(=O)(=O)Nc4ccccc4F)ccc1c23	0.8	-5.2	14.2	0.8	2.2%	-14.1%	3.5%	/	-5.0%
Cc1sc2nc(SC(C)C)nc(N)c2c1C	0.1	6.4	-2.6	0.4	1.6%	?	9.6%	10.5	0.3%
Cc1ccccc1CN1N=C(/C=C/c2ccccc2)CCC1=O	12.1	-4.5	-5.6	0.4	0.2%	1.3%	-3.5%	2.0	-4.8%
Cc1cccc(NC(=O)c2ccc3c(c2)CCN3S(C)(=O)=O)c1	5.5	-3.1	-2.0	-3.9	0.9%	0.4%	0.1%	10.6	1.9%
CCn1ncc(Br)c1C(=O)Nc1sc2c(c1C(=O)OC)CCC2	/	/	/	-11.9	0.7%	-3.6%	/	/	-2.2%
O=C(COc1ccc(-n2cnnn2)cc1)Nc1cccc(Cl)c1Cl	0.7	-5.9	7.1	2.0	-1.4%	-14.9%	4.2%	3.7	-0.3%
COc1ccccc1N(C(=O)c1ccco1)C(C(=O)NC1CCCC1)c1ccncc1 (stereo not given)	1.2	-3.5	18.8	0.6	0.4%	8.6%	2.3%	/	-0.6%
O=C(NNS(=O)(=O)c1ccccc1[N+](=O)[O-])c1ccccc1[N+](=O)[O-]	1.5	-2.5	4.3	0.9	1.3%	1.9%	1.3%	-0.2	-4.8%
COc1ccc(NC(=O)CN2C(=O)CC(C)S(=O)(=O)c3ccccc32)cc1 (stereo not given)	1.6	-8.7	12.9	5.9	2.4%	-3.6%	-2.0%	-3.7	-7.0%
CCCNC(=O)c1ccc2c(=O)c(O)c(-c3ccc(C)cc3)[nH]c2c1	6.2	-9.4	-92.6*	4.3	-26.0%	0.0%	20.6%	7.9	-6.2%
COc1cc(F)cc(-c2ccc3c(c2)c(C#Cc2ccsc2)c(-c2cc(OC)cc(OC)c2)n3C)c1	/	/	/	3.3	-0.7%	-6.8%	/	/	-1.4%
Cc1cc(C)c(C2=Nn3c(C)nnc3SC2C)cc1C (stereo not given)	8.3	/	-1.9	-3.4	3.8%	-9.4%	-2.3%	1.0	-4.4%
C=C1SC(Nc2c(C)cccc2C)=NC12CCCCC2	8.4	-4.7	-7.2	-3.1	0.2%	?	0.2%	-1.8	-3.6%
Cc1ccc(C2=N/C(=C/c3cccs3)C(=O)N2Nc2ccccc2)cc1	1.5	-2.1	20.6	-6.4	-0.3%	-1.3%	2.1%	10.7	-2.8%
CNC(=O)Nc1ccccc1NC(=O)NC	-1.6	-1.0	-5.2	-2.5	2.2%	-2.0%	-0.1%	-5.9	-4.9%
CC(OC(=O)C1=COCCO1)C(=O)Nc1ncc(Cl)cc1Cl (stereo not given)	0.5	-0.7	2.1	-5.3	3.0%	1.1%	-1.9%	/	1.7%
CC(C)(O)C#Cc1ccc(CNC[C@H]2O[C@@H](n3cnc(C(N)=O)n3)[C@H](O)[C@@H]2O)s1	/	/	/	-2.6	5.6%	3.0%	/	/	-1.8%
CCCCC(CC)Cn1c(N)c(C#N)c2nc3ccccc3nc21 (stereo not given)	1.0	-0.7	3.0	-3.2	-24.6%	?	2.7%	-3.4	/
COc1ccccc1N1CCN(C(=O)Cn2c(=O)n3nc(-c4cccc(F)c4)nc3c3ccccc32)CC1	1.4	0.3	/	0.9	2.6%	-13.0%	-0.7%	-6.2	-1.4%

Sorted by length of the SMILES (highest first): part of the list above.
SMILES	D1 agonist	D1 potentiator	D1 antag	LDHA inh	Vif-A3G inh	Vif-A3F inh	RXFP1 ag	D2 PAM	Glioma ERSR ind
CC(C)(O)C#Cc1ccc(CNC[C@H]2O[C@@H](n3cnc(C(N)=O)n3)[C@H](O)[C@@H]2O)s1	/	/	/	-2.6	5.6%	3.0%	/	/	-1.8%
CCCNC(=O)c1ccc2c(=O)c(O)c(-c3ccc(C)cc3)[nH]c2c1	6.2	-9.4	-92.6*	4.3	-26.0%	0.0%	20.6%	7.9	-6.2%
Cc1ccc(C(=O)NCC(=O)OCc2nc3ccsc3c(=O)[nH]2)cc1C	/	/	/	-6.8	2.0%	-5.6%	/	/	-2.0%
Cc1cccc(NC(=O)c2ccc3c(c2)CCN3S(C)(=O)=O)c1	5.5	-3.1	-2.0	-3.9	0.9%	0.4%	0.1%	10.6	1.9%
CCn1ncc(Br)c1C(=O)Nc1sc2c(c1C(=O)OC)CCC2	/	/	/	-11.9	0.7%	-3.6%	/	/	-2.2%
CCCCC(CC)Cn1c(N)c(C#N)c2nc3ccccc3nc21 (stereo not given)	1.0	-0.7	3.0	-3.2	-24.6%	?	2.7%	-3.4	/
Cc1ccccc1CN1N=C(/C=C/c2ccccc2)CCC1=O	12.1	-4.5	-5.6	0.4	0.2%	1.3%	-3.5%	2.0	-4.8%

Continuation.
SMILES	D1 agonist	D1 potentiator	D1 antag	LDHA inh	Vif-A3G inh	Vif-A3F inh	RXFP1 ag	D2 PAM	Glioma ERSR ind
CCCCc1c(C)c(C#N)c2nc3ccccc3n2c1NCCN(C)C	3.1	-2.4	-20.9	-0.9	1.7%	0.3%	6.1%	-14.8	8.0%
Cc1ccccc1N/C(=N/S(=O)(=O)c1ccccc1)c1ccc(F)cc1	1.3	-1.8	-2.4	-2.0	3.2%	-2.8%	-0.2%	/	1.8%
CC(O)CNc1nc2sc3c(c2c(=O)n1Cc1ccco1)CCCCC3 (stereo not given)	33.8*	0.6	7.0	-1.0	-4.7%	-0.7%	-2.9%	5.9	3.9%
COC(=O)Cc1c(C)c2ccc(OC(=O)c3ccccc3)cc2oc1=O	3.5	-3.6	0.2	1.4	0.3%	-1.1%	2.4%	-7.6	-0.7%
Cc1ccc(-c2nc(NCc3ccc(F)cc3)n(S(C)(=O)=O)n2)cc1	2.4	-0.7	10.3	0.2	-0.9%	-1.1%	1.5%	10.2	6.7%
COc1ccc2c(c1)c1c(c(=O)n(-c3cccc(Cl)c3)c(=O)n1CC(=O)N1CCCC1)n2C	0.0	0.1	-7.2	-0.2	0.2%	0.3%	?	-4.1	-1.1%
CCN(CC)CCCNC(=O)Cn1c(-c2cccs2)cc2cc(Cl)ccc21	22.4	-3.8	-10.8	0.5	4.0%	-5.6%	5.6%	-6.3	0.7%
Cn1cnnc1SCC(=O)c1cc2ccccc2o1	1.5	-5.7	-8.8	-0.9	-0.9%	?	2.4%	-2.0	5.3%
CC(C)(C)c1ccc(CNC(=O)C2CCCN2C(=O)Nc2ccccc2)cc1 (stereo not given)	0.4	3.4	2.4	-4.3	-3.3%	4.0%	-1.0%	1.2	-5.1%
COC(=O)c1c(NC(=O)/C=C/c2ccco2)sc2c1CCC2	0.0	2.0	22.3	-6.8	-11.4%	?	2.0%	13.5	-4.0%
CCOC(=O)c1cnc2ccc(Br)cc2c1NCCN1CCOCC1	-2.0	-0.8	5.9	-2.5	-4.5%	9.5%	?	-1.3	-1.4%
O=C(NCCc1ccc(F)cc1)Nc1ccc([N+](=O)[O-])cc1	13.3	-17.2	-48.7*	-5.6	-2.3%	0.7%	3.2%	-8.1	5.0%
Cc1ccc(C)c(CN2C(=O)c3ccccc3S(=O)c3ccc(C(=O)N4CCN(c5ccccc5F)CC4)cc32)c1 (stereo not given)	3.0	0.8	5.0	-4.1	-0.4%	1.6%	-1.0%	-0.7	-3.0%
Cc1cccc(N2CC(c3nc4ccccc4n3C)CC2=O)c1C (stereo not given)	-3.2	-1.8	-15.2	-5.4	2.0%	9.0%	3.2%	7.7	-1.5%
COc1ccc(NC(=O)CCN2CCN(S(=O)(=O)c3ccc(F)cc3)CC2)cc1	3.7	0.3	-5.1	-0.3	-3.8%	-4.0%	-1.6%	-4.4	-2.0%
Cc1cccc(NC(=O)CSc2nc3ccc(NC(=O)CSc4nnnn4-c4ccccc4)cc3s2)c1C	8.7	-3.4	34.0	/	/	/	-0.6%	9.6	/
CCOc1ccc(S(=O)(=O)N2CCN(Cc3ccc4c(c3)OCO4)CC2)cc1Cl	2.9	/	-2.4	0.4	-0.5%	14.7%	0.4%	-2.4	5.1%
N#Cc1cc(C(=O)c2cc(Br)ccc2O)cn(Cc2ccccc2)c1=O	19.5	-2.9	-3.1	-10.8	7.5%	?	0.4%	19.6	-7.2%
Nc1c(C(=O)Nc2ccccc2F)sc2nc(-c3ccco3)ccc12	9.0	-5.0	24.7	-10.0	?	22.4µM*	11.8%	-7.3	0.6%

Bioassay records from PubChem BioAssay.
